Screening results deposited in PubChem BioAssay by several laboratories.
ARFGAP1 inh = inhibitors of rat ARFGAP1 GAP activity, primary screen, biochemical, fluorescence polarization, GDP tracer. AID 651572, 2012. inhibition, % at 16.5 µM. Arfgap1-stimulated ARF1 GTP hydrolysis, GDP FP detection. ADP-ribosylation factor GTPase-activating protein 1 (Rattus norvegicus), Q62848. 360,000 tested, 0.26% active;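 active = inhibition above a per-plate limit, mean inhibition of low control wells plus 3 SD, cut at about 25% in these data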;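 note: 0% = DMSO wells with enzyme and 100% = wells lacking Arfgap1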
Target sequence (Q62848 1-136 limits assumed): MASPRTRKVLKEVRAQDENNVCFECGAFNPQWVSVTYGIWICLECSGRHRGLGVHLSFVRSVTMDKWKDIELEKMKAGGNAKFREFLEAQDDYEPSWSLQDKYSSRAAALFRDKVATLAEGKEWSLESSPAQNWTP
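Replicates: Single well per compound | Assay system: Truncated rat Arfgap1 GAP domain | Control set: No-Arfgap1 wells (100%) versus DMSO full-reaction wells (0%) | Times: Enzyme reaction 120 min at 25 °C after 20 min preincubation | Reagent: Human ARF1(Δ1-17)-GTP substrate | Measured by: Tracer-displacement fluorescence polarization with EDTA stop, 620/688 nm | Measure: Percent inhibition of Arfgap1-stimulated GTP hydrolysis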
sPLA2-III inh = human group III sPLA2 inhibitors, primary screen, biochemical, QFRET, BODIPY PC-A2 liposome substrate; 370,000 tested, 0.56% active; inhibition, % at 12.2 µM; QFRET BODIPY PC-A2 liposome hydrolysis, fluorescence; Group 3 secretory phospholipase A2 (Homo sapiens), Q9NZ20;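 active = inhibition above mean plus 3 SD of compounds lying within the high and low control bounds, cut at about 19% in these data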;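 note: 0% = median of test compound wells and 100% = no enzyme DMSO wells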
GC-B act = human GC-B receptor activators, primary screen, HEK293 GC-B cells, cGMP TR-FRET, EC30 CNP; 370,000 tested, 0.11% active; Atrial natriuretic peptide receptor 2 (Homo sapiens), P20594; activation, % at 10 µM; 0% at EC30 CNP, 100% saturating CNP;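 active = activation at 10 µM reaching about 35% in either raw or pattern-adjusted values, limit read from the data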
ASAP1 GAP inh = inhibitors of human ASAP1 ArfGAP activity, primary screen, biochemical, fluorescence polarization; Arf-GAP with SH3 domain, ANK repeat and PH domain-containing protein 1 (Homo sapiens), …; ASAP1-stimulated ARF1 GTP hydrolysis, GDP FP detection; inhibition, % at 16.5 µM; 360,000 tested, 0.19% active; in the data active = inhibition above about 25%;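 note: 0% = vehicle with enzyme and substrate and 100% = no enzyme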
FXN GAA850 act = FXN promoter activators, primary screen, cell-based, luciferase luminescence, HEK293 lucGAA850 | HEK293 lucGAA850 FXN promoter luciferase reporter, 24 h; percent of 10 µM SAHA response | activation, % at 6 µM | 360,000 tested, 0.56% active | AID 540364, 2011;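 active = activation above the average of all compounds screened plus 3 SD, cutoff fixed separately per campaign, cut at about 7.5% in these data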;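 note: 0% = DMSO wells and 100% = 10 µM SAHA wells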
rCAG binder = binders of r(CAG) RNA repeats, primary screen, biochemical, fluorescence. r(CAG) RNA repeat, TO-PRO-1 dye displacement fluorescence. AID 651821, 2012. inhibition, % at 3 µM. 370,000 tested, 1.3% active;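 active = inhibition above the plate cutoff, the mean of all test compounds on that plate plus 3 SD, cut at about 35% in these data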;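 note: 0% = DMSO alone and 100% = 100 µM mitoxantrone as full dye displacement; higher means more dye released from RNA so lower well fluorescence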
ADAM10 inh = human ADAM10 inhibitors, primary screen, biochemical, QFRET, HTS; Disintegrin and metalloproteinase domain-containing protein 10 (Homo sapiens), O14672; recombinant ADAM10, EDANS/DABCYL FRET peptide cleavage, 3 h; inhibition, % at 7 µM; 370,000 tested, 0.62% active; AID 720582, 2013;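 active = inhibition above a per-campaign cutoff equal to the mean of compounds falling between control-based bounds plus 3 SD, cut at about 20% in these data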;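 note: 0% = DMSO wells while the 100% control is not disclosed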
Target sequence (O14672 214-748 limits assumed): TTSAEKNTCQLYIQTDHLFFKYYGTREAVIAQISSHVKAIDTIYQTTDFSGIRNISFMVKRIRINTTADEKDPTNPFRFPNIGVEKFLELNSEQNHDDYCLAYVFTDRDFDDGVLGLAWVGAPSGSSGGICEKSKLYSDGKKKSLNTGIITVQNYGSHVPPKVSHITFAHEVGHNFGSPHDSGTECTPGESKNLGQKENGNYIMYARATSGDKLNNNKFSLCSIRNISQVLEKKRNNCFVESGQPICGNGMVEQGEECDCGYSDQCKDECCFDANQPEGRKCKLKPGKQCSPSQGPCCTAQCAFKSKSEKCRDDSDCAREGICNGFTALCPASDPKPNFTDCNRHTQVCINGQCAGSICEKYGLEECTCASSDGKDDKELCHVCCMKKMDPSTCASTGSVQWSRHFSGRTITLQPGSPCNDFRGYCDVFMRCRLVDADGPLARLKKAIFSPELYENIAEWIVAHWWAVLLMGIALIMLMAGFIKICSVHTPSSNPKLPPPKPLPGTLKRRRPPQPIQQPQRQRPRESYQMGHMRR
DDE Tn6 FP inh = inhibitors of Tn6 peptide binding to fibrin DD(E), primary screen, biochemical, fluorescence polarization, human fibrin, Tn6 probe | Fibrin DD(E) TRITC-Tn6 fluorescence polarization displacement | inhibition, % at 8.3 µM | 370,000 tested, 0.21% active | AID 720509, 2013;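 active = inhibition above a per-campaign cutoff: mean of compounds within control limits plus 3 SD, cut at about 15% in these data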;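 note: 0% = median of all compound wells on the plate and 100% = blocking peptide control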
GC-A act = GC-A stimulated cGMP production enhancers – HEK293 GC-A cells, cGMP TR-FRET, EC30 ANP, primary screen; AID 1671463, 2021; 0% at EC30 ANP, 100% saturating ANP; Atrial natriuretic peptide receptor 1 (Homo sapiens), P16066; 370,000 tested, 0.14% active; activation, % at 10 µM; in the data active = activation above about 40%
proKLK7 act = proKLK7 zymogen activators, primary screen, biochemical, fluorescence intensity | AID 652039, 2013 | 370,000 tested, 0.9% active | purified proKLK7, EDANS-DABCYL substrate fluorescence; 100% is mature enzyme control, 0% vehicle | Kallikrein-7 (Homo sapiens), P49862 | activation, % at 7 µM;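 active = activation above the mean of all tested compounds plus 3 SD, computed per campaign excluding outliers beyond control limits, cut at about 13% in these data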
Target sequence (P49862 whole entry, looked up): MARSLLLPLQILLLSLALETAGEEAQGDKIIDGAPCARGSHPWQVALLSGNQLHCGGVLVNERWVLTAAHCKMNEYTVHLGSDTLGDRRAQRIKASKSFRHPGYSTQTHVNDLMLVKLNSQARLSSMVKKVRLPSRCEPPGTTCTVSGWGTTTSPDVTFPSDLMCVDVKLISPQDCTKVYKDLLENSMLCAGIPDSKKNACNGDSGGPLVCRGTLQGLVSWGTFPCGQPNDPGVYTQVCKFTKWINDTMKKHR
Active calls of the source: *; · = no result given.

SMILES,ARFGAP1 inh,sPLA2-III inh,GC-B act,ASAP1 GAP inh,FXN GAA850 act,rCAG binder,ADAM10 inh,DDE Tn6 FP inh,GC-A act,proKLK7 act
CCOc1cc(C(=O)O)cc(Cl)c1OC,3.2,6.3,-1.9,-1.5,2.6,-1.9,1.7,2.0,2.0,-0.1
CN(CC(=O)Nc1cccc(F)c1)C(=O)C1CCN(S(=O)(=O)c2ccc3c(c2)OCCO3)CC1,18.3,-9.8,-1.2,7.5,0.7,7.0,-5.4,-3.4,-1.0,-0.6
CN(C)c1cc[n+](CC(=O)c2ccc(-c3ccccc3)cc2)cc1,2.9,-19.9,-0.1,7.5,-1.1,7.1,-1.0,-1.1,2.4,0.4
COc1cc(OC)c(N2CC(C(=O)NCCC3=CCCCC3)CC2=O)cc1Cl (stereo not drawn),-8.5,4.5,-1.0,5.5,-0.8,-2.0,-5.7,0.7,-1.5,0.1
CC12C=CC(=O)C=C1CCC1C3CCC(O)(C(=O)CO)C3(C)CC3OC312 (stereo not drawn),8.2,2.9,6.8,-3.4,2.6,-2.7,-3.7,2.7,-1.0,-0.7
CCOC(=O)[C@]12CCCC=C1N(CCCOC)C(=O)[C@@H]2CC(=O)N1CCN(C(=O)c2ccco2)CC1,·,8.1,2.6,·,·,0.3,-11.3,1.0,-2.9,0.2
CC(NC(=O)Cc1cccs1)C(c1cccs1)N1CCN(c2ccccc2F)CC1 (stereo not drawn),3.7,-3.0,-2.9,-9.9,2.5,1.7,5.0,-13.9,-1.9,0.3
COc1ccc(CCn2nnnc2C(c2ccc(C)cc2)N2CCN(C)CC2)cc1OC (stereo not drawn),-2.8,0.1,-2.0,-10.9,-3.3,-9.9,2.1,10.5,1.4,0.4
COc1ccc(NC(=O)c2ccccc2NC(=O)CSc2ccc(C)cc2)cc1,12.8,6.1,-0.5,-2.2,2.3,-5.4,5.0,-0.7,-1.1,-0.1
CCN(C(=O)Cn1cc(C(F)(F)F)ccc1=O)C1CCS(=O)(=O)C1 (stereo not drawn),5.5,3.5,-6.5,-6.5,0.0,1.4,-2.8,2.4,1.3,0.1
CCOC(=O)c1cc2sc(C)cc2n1CC(=O)N1CCN(C(=O)c2ccco2)CC1,3.6,-0.5,0.4,-9.4,-0.8,-0.6,-2.0,-0.1,-4.7,0.2
Cc1ccc(NC(C)C(=O)N/N=C/c2c[nH]c3ccccc23)cc1 (stereo not drawn),-0.7,9.4,-3.2,4.1,-0.2,1.8,4.0,-7.7,-5.8,0.2
O=C(COC(=O)c1cnccn1)Nc1c(Cl)cc(Cl)cc1Cl,4.2,2.9,-0.7,3.7,1.4,2.0,-5.3,-7.8,-0.5,0.2
COc1cccc(CN2CC(C(=O)NCCSc3nnnn3C)CCC2=O)c1 (stereo not drawn),16.7,2.7,-6.4,5.9,0.7,-4.2,-13.1,1.8,-1.6,0.7
CCOC(=O)CNC(=O)CSc1nc2cccnc2n1C,1.7,-1.8,2.2,-0.2,-1.0,-0.2,-1.0,4.3,3.9,-0.1

Next part
SMILES,ARFGAP1 inh,sPLA2-III inh,GC-B act,ASAP1 GAP inh,FXN GAA850 act,rCAG binder,ADAM10 inh,DDE Tn6 FP inh,GC-A act,proKLK7 act
CS(=O)(=O)c1ccc2nc(NC(=O)CN3CCOCC3)sc2c1,-0.1,0.0,3.1,3.8,0.9,14.4,-4.8,3.2,-1.0,0.0
O=C(CSc1nnnn1C1CC2C=CC1C2)Nc1ccc(C(=O)O)cc1 (stereo not drawn),4.4,-1.1,2.6,-2.9,1.9,8.7,-4.6,2.8,0.6,0.9
NS(=O)(=O)c1ccc(NC(=O)CN2CCN(S(=O)(=O)c3ccc(F)cc3)CC2)cc1,-0.9,-1.1,-1.6,-15.8,1.2,8.1,2.2,0.1,2.9,0.3
CCCCN=C1NC(=O)C(CC(=O)Nc2ccc(Cl)cc2)S1 (stereo not drawn),0.4,2.9,-3.7,7.7,-3.0,-0.1,-9.4,3.3,1.7,0.6
CC(C)C[C@H](NC(=O)C1CC(=O)N(c2ccc3c(c2)OCCO3)C1)C(=O)N1CCCCC1 (stereo partly drawn),-2.6,2.8,-3.9,6.2,-1.0,-4.2,2.9,-1.9,-1.4,-0.1
C=CC[C@H](CC(=O)N(CCO)Cc1ccccc1)C(=O)NCCOC(=O)[C@@H](CC=C)Cc1ccc(F)cc1,11.3,-14.1,-1.6,2.2,-2.7,-11.2,1.8,-4.0,-3.8,-0.4
Cc1ccc(-c2nnc(NCCCO)c3ccccc23)cc1,18.7,-0.6,2.2,4.7,0.0,-1.9,-7.9,6.1,1.5,0.3
O=C(N/N=C/c1ccc(Br)cc1)c1ccc(F)cc1,2.0,3.2,-4.5,-3.2,4.1,0.6,-1.7,-5.2,4.5,-0.9
COc1ccccc1NC(=O)Cn1c(=O)n(C)c(=O)c2sc3c(c21)COC(C)(C)C3,13.3,8.5,4.5,13.4,2.2,5.8,10.5,0.0,-1.4,0.4
Cc1ccc(C(=O)CCC(=O)Nc2ncccc2C)cc1,13.0,-0.7,-5.9,-7.6,0.8,12.8,-6.5,1.6,-5.7,0.1
CC(C)C1C(=O)N(Cc2cn(Cc3ccco3)nn2)CCS(=O)(=O)N1Cc1ccc(-c2cccc(N(C)C)c2)cc1 (stereo not drawn),17.2,-24.0,1.5,18.3,0.7,13.9,-14.1,0.5,-0.9,0.1
COc1ccc([C@H]2CC(=O)C=C(c3cc(C=O)ccc3OC)C2)cc1OC,4.7,-8.0,-2.1,-5.4,2.4,4.4,2.9,-7.0,2.3,0.0
COc1ccc(C2C(C(=O)c3ccc(C)o3)=C(O)C(=O)N2Cc2ccco2)cc1OC (stereo not drawn),2.6,2.4,3.8,-8.9,0.3,-2.1,-5.5,-0.9,-0.8,0.0
O=C(c1ccc(OC2CCN(Cc3ccccn3)CC2)cc1)N1CCCCCC1,3.0,2.5,2.7,3.2,0.7,-11.0,-0.2,-2.2,4.0,-0.6
CC(C)CC(=O)c1c[nH]c(C(=O)NCC2CCCO2)c1 (stereo not drawn),2.6,6.9,7.1,-6.8,1.1,0.3,8.9,-11.1,1.8,0.2

Later entries.
SMILES,ARFGAP1 inh,sPLA2-III inh,GC-B act,ASAP1 GAP inh,FXN GAA850 act,rCAG binder,ADAM10 inh,DDE Tn6 FP inh,GC-A act,proKLK7 act
O=C(N/N=C/c1cc([N+](=O)[O-])ccc1O)C12CC3CC(CC(C3)C1)C2,-10.5,-1.9,2.1,2.1,-1.2,0.3,-5.9,1.0,1.6,0.2
Cc1ccc(S(=O)(=O)N2CCN(S(=O)(=O)c3ccccc3Br)C2=O)cc1,6.1,-8.3,-6.2,12.3,-2.5,2.4,4.9,1.9,-2.9,0.1
O=C(COc1ccccc1/C=C1/NC(=O)NC1=O)Nc1ccccc1,-0.6,-0.8,-8.2,-3.5,-1.1,1.0,6.3,1.6,-1.6,0.0
CCCCC(C)Sc1nc2c([nH]1)c(=S)n(C)c(=O)n2C (stereo not drawn),-5.9,6.9,7.4,-2.0,7.2,6.8,-28.4,-5.2,11.8,1.1
CCN(Cc1nc(-c2cccc(C)c2)no1)C(=O)c1ccco1,6.7,-0.4,1.5,-2.7,3.4,-2.7,3.1,1.1,0.0,-0.3
CN(Cc1ccccc1)C(=O)COC(=O)c1cc(-c2ccc(Cl)s2)nc2ccccc12,6.6,-4.0,-4.1,16.2,-1.2,9.3,-183.3,-7.8,5.2,-37.6
O=C(Nc1ccc(Cl)cc1)Nc1ccc(N2CCCC2)c(S(=O)(=O)Nc2ccccc2Cl)c1,17.5,-9.8,-1.7,9.6,-0.3,32.6,-5.5,-17.7,-2.8,-0.7
COc1ccc(C(=O)NCC(c2ccco2)N2CCc3ccccc32)cc1OC (stereo not drawn),6.1,-1.3,-4.4,-1.2,-0.4,-1.9,1.4,4.8,-0.8,0.4
CCCS(=O)(=O)NC(=O)C1(C)CCCN(C(=O)c2ccc3ccccc3c2)C1 (stereo not drawn),16.0,2.5,-0.6,-6.9,1.0,7.4,-14.3,0.8,-0.7,-0.7
CCOC(=O)C1CCN(C(=O)COC(=O)COc2ccccc2OC)CC1,-10.4,0.8,-1.2,-5.5,1.6,-0.7,5.2,-7.6,0.0,0.0
CN(C)c1nc2sc3c(c2c(=O)n1C)CC(C)(C)OC3,-17.0,3.1,-16.1,-10.1,-0.5,-3.0,-7.4,-0.6,0.8,0.4
CCC1(c2ccccc2)NC(=O)N(CC(=O)NCc2ccc(F)cc2)C1=O (stereo not drawn),6.9,0.1,2.4,-11.0,-0.4,-2.0,-2.1,-4.0,-0.8,-0.6
CCCCN(C)Cc1cc(=O)oc2cc3c(cc12)CCCC3,3.5,-0.2,-6.9,8.8,1.9,1.3,-4.8,5.1,-4.6,0.1

An excerpt from above in order of their number in GC-A act, low to high.
molecule	ARFGAP1 inh	sPLA2-III inh	GC-B act	ASAP1 GAP inh	FXN GAA850 act	ADAM10 inh	DDE Tn6 FP inh	GC-A act	proKLK7 act
CCCCN(C)Cc1cc(=O)oc2cc3c(cc12)CCCC3	3.5	-0.2	-6.9	8.8	1.9	-4.8	5.1	-4.6	0.1
CCOC(=O)C1CCN(C(=O)COC(=O)COc2ccccc2OC)CC1	-10.4	0.8	-1.2	-5.5	1.6	5.2	-7.6	0.0	0.0
CN(C)c1nc2sc3c(c2c(=O)n1C)CC(C)(C)OC3	-17.0	3.1	-16.1	-10.1	-0.5	-7.4	-0.6	0.8	0.4
